bIAP inh = intestinal alkaline phosphatase (bovine) inhibition; 190,000 tested, under 10 active; purified bovine IAP, CDP-star luminescence, 30 min; inhibition, % at 20 µM;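 active = over 50% inhibition of intestinal alkaline phosphatase at 20 µM in the single-dose screen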
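Incubation: 30 min reaction at room temperature / Material: purified bovine intestinal alkaline phosphatase (IAP) enzyme / Input: enzyme at 1/65,000,000 dilution / Dosing: 20 µM single dose / Signal: CDP-star luminescence signal / Reagent: CDP-star chemiluminescent phosphatase substrate, 30 µM final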
DTT redox prof = compounds producing H2O2 with reducing agent – biochemical, NIH compound library profiling, artefact control for MLSCN library redox annotation, primary screen. DTT-dependent redox cycling H2O2, phenol red/HRP absorbance; 100% = 100 µM peroxide control, 0% = buffer. activation, % at 10 µM. 200,000 tested, 0.03% active;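 active = activation of at least 50% relative to the plate's high and low controls in the primary single-dose screen; inactive = activation below 50%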;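 note: compound incubated with DTT at 0.8 mM final as the reducing agent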
S1P3 antagonist = antagonists of human S1P3 receptor. inhibition, % at 4.98 µM. CHO S1P3 NFAT-BLA reporter, FRET fluorescence, antagonist mode. AID 485. Q99500. 170,000 tested, 0.27% active;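 active = inhibition above the plate cutoff, the mean inhibition of test wells on that plate plus 3 SD, cut at about 28% in these data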;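 note: cells challenged with S1P at its EC80 of 0.8 µM; blue over green emission ratio from cleaved BLA substrate after 4 h stimulation; 0% = S1P-stimulated wells and 100% = unstimulated DMSO-only wells; some compounds past the cut are filed as inactive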
Target sequence (Q99500 whole entry, looked up): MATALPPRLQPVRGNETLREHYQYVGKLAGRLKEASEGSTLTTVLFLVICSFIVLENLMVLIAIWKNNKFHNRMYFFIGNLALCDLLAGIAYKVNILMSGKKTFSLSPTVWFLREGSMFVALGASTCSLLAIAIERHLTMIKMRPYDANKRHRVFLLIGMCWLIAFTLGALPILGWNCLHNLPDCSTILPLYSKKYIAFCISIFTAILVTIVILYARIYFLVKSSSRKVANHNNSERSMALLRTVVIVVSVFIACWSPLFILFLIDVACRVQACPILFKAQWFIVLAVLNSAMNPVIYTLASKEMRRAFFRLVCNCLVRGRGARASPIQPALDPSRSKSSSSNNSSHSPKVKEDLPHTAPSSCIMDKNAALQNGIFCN
PPARg SRC3 recr = promotes SRC-3 coactivator recruitment by human PPARgamma; biochemical PPARgamma/SRC-3 coactivator recruitment assay; P37231; 200,000 tested, 0.26% active; activation, % at 8 µM; in the data active = activation above about 23%;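 note: 0% = DMSO and 100% = reference agonist; some compounds past the cut are filed as inactive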
Target sequence (P37231 whole entry, looked up): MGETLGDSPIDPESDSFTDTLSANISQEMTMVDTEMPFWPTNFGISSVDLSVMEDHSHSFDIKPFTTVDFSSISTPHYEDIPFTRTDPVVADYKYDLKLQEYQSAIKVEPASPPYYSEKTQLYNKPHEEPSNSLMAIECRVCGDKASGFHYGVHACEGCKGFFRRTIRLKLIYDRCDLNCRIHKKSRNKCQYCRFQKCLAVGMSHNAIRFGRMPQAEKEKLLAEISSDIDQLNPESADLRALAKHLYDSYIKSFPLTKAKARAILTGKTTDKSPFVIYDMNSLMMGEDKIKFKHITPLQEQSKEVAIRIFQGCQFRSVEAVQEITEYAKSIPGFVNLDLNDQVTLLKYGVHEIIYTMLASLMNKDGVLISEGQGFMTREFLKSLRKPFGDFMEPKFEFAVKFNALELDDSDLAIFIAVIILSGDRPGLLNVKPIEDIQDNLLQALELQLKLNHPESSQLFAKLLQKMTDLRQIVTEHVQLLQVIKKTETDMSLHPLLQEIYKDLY
PPARg SRC1 recr = PPARgamma-driven SRC-1 recruitment agonism; P37231; PPARgamma-SRC-1 coactivator recruitment biochemical assay; activation, % at 8 µM; 200,000 tested, 0.41% active; in the data active = activation above about 19%;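 note: 0% = DMSO and 100% = reference agonist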
RAM inhibit = blocks the yeast RAM network; S. cerevisiae dse1pr::URA3 reporter, 5-FOA growth OD615, 2 d; analog-sensitive cbk1-as2 kinase mutant strain; inhibition, % at 50 µM; 190,000 tested, 1.8% active;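 active = inhibition above a set limit, 3 SD over mean compound inhibition, cut at about 8.4% in these data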;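 note: 0% = DMSO-only wells with no growth and 100% = 10 µM 1-NA-PP1 full growth; inhibition rescues growth on 5-FOA so higher OD means more RAM inhibition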
L major viab = reduces viability of Leishmania major promastigotes; resazurin fluorescence viability; inhibition, % at 10 µM; 200,000 tested, 9% active; AID 1063; in the data active = inhibition above about 50%;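 note: promastigotes grown with compound for 44 hours at 28 °C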
ROMK primary = modulators of human ROMK potassium channel; B-score at 10 µM; Tet-inducible ROMK, thallium flux fluorescence; actives lie on both sides; 130,000 tested, 2% active; AID 1918; P48048;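 active = signal ratio slope over the read window, or its plate-corrected B-score, at least 3 SD from the plate mean, either direction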;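 note: B-score of the F/F0 ratio slope over 7 to 12 s after thallium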
PPARg SRC-2 ag = PPARgamma-driven SRC-2 recruitment agonism; P37231; PPARgamma LBD-SRC-2 recruitment, biochemical; activation, % at 8 µM; 200,000 tested, 0.34% active; in the data active = activation above about 22%;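 note: 0% = vehicle and 100% = reference agonist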
TR-FRET SRC-2 ct = TR-FRET artefact, counter-screen to PPARgamma/SRC-2 agonist assay; hits give high values; TR-FRET ratio at 8 µM; 200,000 tested, 0.4% active; in the data active = TR-FRET ratio above about 2000; note: inactives centre near 1500; reference of the scale not given here
HMGR II inh = blocks class II HMG-CoA reductase of Enterococcus faecalis. purified E. faecalis HMGR, NADPH absorbance 340 nm kinetic. inhibition, % at 10 µM. 190,000 tested, 0.41% active;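 active = inhibition above a set limit, the median over all tested compounds plus 3 SD, cut at about 9.5% in these data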;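 note: enzyme runs in reverse so mevalonate oxidation gives rising NADPH absorbance; 0% = complete reaction with DMSO and 100% = background rate lacking mevalonate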
Starred values were filed as active, the others as inactive; nt = no result given. Rows were taken by chance, and some 13% of all compounds hit somewhere here.

SMILES	bIAP inh	DTT redox prof	S1P3 antagonist	PPARg SRC3 recr	PPARg SRC1 recr	RAM inhibit	L major viab	ROMK primary	PPARg SRC-2 ag	TR-FRET SRC-2 ct	HMGR II inh
N/C(Cn1cncn1)=N\NC(=O)C(=O)Nc1ccccc1	-23	-0.6	9	0	-3	0.5	-3	0.27	1	1600	-3
Cc1ccc(Cn2nnc3c(=O)n(Cc4ccccc4C)cnc32)cc1	14	-0.2	-23	1	6	4.9	-10	nt	2	1575	-6
Cc1nc(SCC(=O)NCc2ccccc2)c2oc3ccccc3c2n1	16	-0.1	nt	5	3	-0.1	-1	0.44	8	1453	0
CC1=NOC2(C1)N(C)c1ccccc1C2(C)C (centres undefined)	9	-0.5	nt	-8	-2	2.4	-4	nt	-1	1483	-5
O=C(NCc1ccccn1)c1ccc(Cn2cc(Br)cn2)o1	9	3.4	-1	-6	-7	0.7	0	0.026	-11	1478	-3
Cc1cc(-c2nn(C)c(=O)c3ccccc23)ccc1CNC(=O)NC1CCCCC1	-19	-1.1	-3	-2	-6	1.0	13	-1	-3	1521	-9
Cc1ccccc1-n1nc2c(c1NC(=O)c1c(-c3ccccc3Cl)noc1C)CSC2	2	-0.5	-1	-2	-3	4.2	27	nt	-10	1474	3
Cc1ccc(S(=O)(=O)NCCC(c2ccccc2)c2ccco2)cc1 (centres undefined)	-8	-0.8	-8	5	5	14*	-2	1.1	13	1566	-1
CCCNC(=S)N1CC2(C)CN(C(=O)C(=O)OCC)CC(C)(C1)C2=O	-8	-1.1	-15	3	9	3.4	-2	1.3	5	1496	-2
C=CCOc1cccc(C(=O)NC(c2ccccc2)C(C)C)c1 (centres undefined)	5	-0.5	-8	4	2	2.6	50	-0.35	9	1414	-2
Cc1ccc(-n2nc(-c3ccco3)cc2C(=O)NCc2cccnc2)cc1	0	2.2	1	8	0	0.7	4	0.042	-2	1449	-1
Clc1ccc(CNc2ccccn2)cc1	9	-0.6	12	5	9	0.4	3	0.12	4	1531	-4
CCC(C)(C)n1nnnc1C(c1ccc(OC)c(OC)c1)N1CCN(c2cccc(OC)c2)CC1 (centres undefined)	5	0.3	2	11	6	-0.8	50	nt	6	1599	0
COC(=O)CSc1ccc(C#N)c(SCC(=O)OC)c1	18	2.9	nt	-3	-7	0.5	-1	nt	-4	1495	-2
Cc1nn(-c2ccccc2)c(C)c1C(=O)OCC(=O)N1CCN(S(=O)(=O)c2ccccc2)CC1	8	-0.1	8	7	2	3.1	26	0.15	5	1353	-4
CCOC(=O)c1ccccc1NC(=O)Cn1c(=O)n(Cc2ccccc2)c(=O)c2c(C)c(C)sc21	6	-0.1	-13	-1	6	4.2	1	0.11	11	1482	-3
O=C(c1ccccc1)c1n[nH]c(-c2ccccc2)cc1=O	5	0.2	-11	-2	-1	0.0	-11	0.84	4	1523	-4
CCCC(=O)Nc1nnc(Cc2ccccc2)s1	4	1.4	31	-2	10	1.5	-7	nt	3	1511	1
COc1ccc(NC(=O)CSc2nnc(Cc3cccn3C)n2CCc2ccccc2)c(OC)c1	-4	-0.4	9	-15	-2	4.5	16	0.73	0	1443	-4
O=C(NCc1ccco1)c1cnn2c1NC(c1ccccc1)CC2C(F)(F)F (centres undefined)	-7	-0.2	nt	0	-5	1.4	3	-0.32	3	1333	0
CC(=O)Nc1ccc(C(=S)NCC2(N(C)C)CCCCC2)cc1	-19	-2.0	-4	-1	1	1.6	1	-1.4	1	1612	-5
CCOc1ccc2nc(NC(=O)Nc3cccs3)sc2c1	nt	0.1	58*	4	4	0.7	-5	-0.92	-8	1413	4
COc1ccc(CCNC(=O)CSc2ccsc2[N+](=O)[O-])cc1OC	30	0.6	-1	-1	-1	4.4	3	nt	3	1632	0
CCOc1cc(S(=O)(=O)Nc2ccc(CC)cc2)ccc1Cl	25	-0.1	nt	3	1	14*	5	0.65	12	1572	-3
O=C(Oc1nsnc1N1CCOCC1)N1CCCC1	nt	-4.3	nt	7	-1	nt	2	nt	-1	1423	nt

Other compounds follow.
SMILES	bIAP inh	DTT redox prof	S1P3 antagonist	PPARg SRC3 recr	PPARg SRC1 recr	RAM inhibit	L major viab	ROMK primary	PPARg SRC-2 ag	TR-FRET SRC-2 ct	HMGR II inh
CC(C)(C)S(=O)(=O)/C(C#N)=N/Nc1ccc(C#N)cc1	6	-1.6	-1	2	2	1.5	-2	0.91	4	1390	-2
CC(C)NC(=O)CSc1nc(-c2ccccc2)cs1	12	-0.6	9	5	10	1.5	-3	0.75	8	1639	-5
O=C(Nc1cccc(Cl)c1N1CCCC1)c1ccc(Br)o1	19	-1.2	13	4	10	2.1	-3	nt	11	1777	-5
COc1ccc(CC2(CO)CCN(Cc3c(C)nn(C(C)C)c3C)CC2)cc1	10	-0.2	-9	-1	4	0.8	-3	0.89	-1	1492	-3
O=C(CSc1nnc(-c2cccs2)n1CC1CCCO1)c1cc2ccccc2o1 (centres undefined)	0	2.8	0	4	7	1.0	-3	-0.7	-2	1573	-3
Cc1ccc2oc(=O)c3cc(C(=O)NCc4ccco4)sc3c2c1	0	-0.8	2	1	-4	3.6	1	nt	3	1575	-2
CC(O)CN(CCC(N)=O)CCC(N)=O (centres undefined)	-2	-0.9	nt	0	3	2.3	-3	nt	1	1522	2
CCCNC(=O)Cn1nc(C(F)(F)F)c2c1CCC2	-5	-0.5	-10	-1	-5	-1.1	14	0.71	-3	1327	-5
Brc1ccc(C2C3=C(Nc4ncnn42)c2ccccc2OC3c2ccncc2)cc1 (centres undefined)	2	0.0	nt	9	0	1.6	75*	1.6	11	1511	0
COc1ccc(C(=O)Nn2c(SCC(=O)NCC3CCCO3)nc3ccccc3c2=O)cc1 (centres undefined)	-1	-4.0	13	5	1	4.3	-19	nt	5	1439	-2
COc1ccc(NC(=O)N2CCN(S(C)(=O)=O)CC2)cc1OC	5	0.6	-106	-3	-2	1.2	-7	nt	10	1402	-1
Cn1nc(-c2ccc(OCC(=O)NCC3CCCO3)cc2)c2ccccc2c1=O (centres undefined)	-8	0.2	-22	7	12	3.9	1	nt	4	1625	-3
COCCNC(=O)c1cc(C(=O)CC(C)C)c[nH]1	-25	-0.8	-11	5	7	0.6	-6	1.2	-1	1725	-3
Cc1cccc(N2C(=O)/C(=C\c3ccc(OC(F)F)cc3)c3ccccc3C2=O)c1	6	0.5	3	2	6	4.9	5	-1.4	7	1667	2
CCN(CC)CCOc1ccccc1C(C)=O	-3	0.3	6	0	1	0.9	-3	0.4	6	1514	-1
O=S(=O)(c1ccc(-c2nnc(SCc3nnc(-c4ccccc4)o3)o2)cc1)N1CCCC1	14	-0.2	12	5	5	2.3	100*	1	-8	1454	-3
c1ccc(Oc2cccc(OCCCCN3CCCC3)c2)cc1	2	0.0	-11	4	7	0.0	99*	-2.2	-2	1551	-4
COc1cc(/C=C2\SC(=S)N(CC(=O)Nc3ccc(O)cc3)C2=O)cc(OC)c1OC	-3	-1.6	-5	5	2	1.2	-10	-0.038	8	1587	-7
CCN(CC)c1ccc(C(=O)NC(=S)Nc2cc(S(=O)(=O)N3CCOCC3)ccc2-n2cncn2)cc1	1	-0.7	-14	1	2	2.2	68*	nt	3	1640	-6
CCOc1ccc(C(CC(=O)O)NC(=O)CCCOc2ccc(Cl)cc2C)cc1 (centres undefined)	1	0.7	17	5	10	1.8	-8	nt	7	1754	-8
O=C(NCCCn1ccnc1)Nc1ccc(Cl)cc1Cl	-8	-4.9	nt	8	13	2.1	1	nt	6	1587	-3
CN(Cc1cccs1)c1ncnc2sccc12	11	2.8	-12	-9	-5	0.2	0	nt	3	1478	5
COc1ccc(NC(=O)c2cc(S(=O)(=O)NCC3COc4ccccc4O3)ccc2F)cc1 (centres undefined)	21	0.3	-9	7	1	2.5	-2	nt	-5	1698	-1
Nc1ccc(Cc2ccc(N)c(C(=O)O)c2)cc1C(=O)O	2	-1.7	nt	-9	-11	2.6	-17	0.18	3	1431	1
O=C(CSc1nnc(-c2ccccc2)n1-c1ccc(Cl)cc1)NNC(=S)Nc1ccccc1	29	0.1	-9	4	14	2.1	-3	nt	13	1849	3

Next section:
SMILES	bIAP inh	DTT redox prof	S1P3 antagonist	PPARg SRC3 recr	PPARg SRC1 recr	RAM inhibit	L major viab	ROMK primary	PPARg SRC-2 ag	TR-FRET SRC-2 ct	HMGR II inh
Cc1c(S(=O)(=O)Nc2cccc(Cl)c2)c(=O)n(C)c(=O)n1C	2	0.4	7	-9	-3	1.1	2	nt	1	1529	0
COc1ccccc1N=c1c2c([N+](=O)[O-])cc([N+](=O)[O-])cc2n(O)n1-c1ccccc1OC	-5	-0.3	-16	3	2	2.4	11	nt	-4	1464	-4
Cc1cccc(CS(=O)(=O)Cc2ccc(C(=O)NCC3CCCO3)o2)c1 (centres undefined)	14	0.1	2	6	3	-0.6	-7	nt	5	1535	-4
CSc1nnc2n(-c3ccccc3)c(=O)c3c4c(sc3n12)CCC4	-4	1.5	-7	2	-8	1.1	-1	nt	5	1553	6
COCCSc1nnc(NC(=O)C2CCCCC2)s1	7	0.2	-6	0	2	-0.4	1	0.56	-1	1368	0
CC(C)CNC(=O)c1cccc(NC(=O)Cc2ccc(Cl)cc2)c1	6	0.0	5	-1	1	0.0	5	-0.045	-6	1577	1
O=C(NCC(=O)N(c1ccccc1F)C(C(=O)NC1CCCC1)c1ccco1)c1ccco1 (centres undefined)	1	0.5	-21	3	1	2.1	9	-1.9	-9	1616	-3
CCCCC(=O)Nc1ccccc1N1CCOCC1	-5	-0.5	-24	3	5	1.6	-3	0.13	1	1628	-9
Cn1nnnc1SCC(=O)Nc1ccccc1N1CCCCC1	1	11	-2	5	-2	2.1	0	nt	6	1515	-3
Cc1cc(Nc2ccccc2)n(-c2cccc(Cl)c2)n1	29	0.0	nt	-3	-9	2.6	17	-2.3	1	1285	1
CC(C)Cc1[nH]c(=O)c(C#N)c2c1CCCC2	11	0.4	nt	-4	-7	0.4	-2	0.3	-2	1593	0
O=C(CN1CCCC1)NC1C2CC3CC(C2)CC1C3 (centres undefined)	8	1.4	nt	8	-2	0.7	-4	nt	-6	1491	4
CCC(C#CCN1CCCCC1)(CC)OCCC#N	1	1.5	-19	-5	2	2.1	65*	-0.33	3	1444	-2
Cc1ccc(NC(=O)CN(C)CC(=O)Nc2ccc(N3CCOCC3)cc2)cc1F	-29	0.0	-5	-2	-4	-1.9	-2	-0.33	0	1453	1
Cc1nnc(SCC(=O)Nc2nc(-c3ccccc3)cs2)n1N	2	-0.6	-8	14	10	4.8	-5	0.85	-2	1556	-1
Cc1cc(/C=C2\SC(=Nc3ccc(N4CCOCC4)cc3)N(C)C2=O)c(C)n1-c1cccnc1	nt	0.7	-1	1	-2	7.6	0	-0.61	4	1455	-5

Source: PubChem BioAssay
